IkB signaling: IkB Signaling; 0.04% of 110,000 active; Potency, µM (series often up to 57.1 µM), for the others: top-dose IkBa stabilization activation; AID 445, 2006; ABC-DLBCL IkBa-CBG/CBR dual luciferase ratio, 4 h; response scale: scaled: untreated 0%, proteasome inhibitor 100%; active means well fitted curve in the direction sought with a large enough effect in the signal ratio, not every such curve was filed as active; inconclusive means small, poorly fitted or top-dose-only effect, or a change in a side signal; the % refers to the signal ratio;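 further: the direction sought is a rising ratio; 0% = basal untreated cells and 100% = reference inhibitor full response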
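Curves were fitted separately to fusion (green), unfused (red) and ratio luminescence, then classed by r2, magnitude and activity. Cells: OCI-Ly3, 4 h compound plus doxycycline at 37C; 10 uM MG-132 defined full response.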
p53ts 32C tox: qHTS Screen for Compounds that Selectively Target Cancer Cells with p53 Mutations: Cytotoxicity of p53ts Cells at the Permissive Temperature. H1299-p53A138V at 32C, ATP luminescence viability, 24 h. 0.93% of 130,000 active. Potency, µM (series often up to 46.1 µM), without a hit: at the top dose activity change, negative = cytotoxicity, actives largely listed as cytotoxic;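 further: 0% = DMSO and -100% = full killing by reference compound; nearly all actives have a fitted effect of over 55% in size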
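Viability by ATPlite luminescence after 24 h compound treatment (up to 46 uM) at the permissive 32C. Cells are H1299 carrying p53 A138V. Scale runs from DMSO basal to 100 uM tamoxifen as full kill; AC50 from Hill fits.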
Peg3 imprint: qHTS Assay for Compounds that Induce Erasure of Genomic Imprints; mouse ES Peg3-LacZ reporter, beta-gal luminescence, 40 h; Potency, µM (titrated, usually from 60.7 µM), without a hit: at the highest dose activity change, positive = activation, hits mostly activators; 0.02% of 110,000 active;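 further: 0% = negative control wells on the plate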
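Each well holds 300 Peg3LacZ-Neo (maternal) female ES cells incubated 40 h at 37C, 5% CO2. LacZ is measured by BetaGlo luminescence, with AC50 and maximum efficacy derived from dose-response curves.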
p53ts 39C tox: qHTS Screen for Compounds that Selectively Target Cancer Cells with p53 Mutations: Cytotoxicity of p53ts Cells at the Nonpermissive Temperature; H1299-p53A138V viability at 39C, ATP luminescence, 24 h; Potency, µM (titrated, usually from 46.1 µM), for the others: at the top dose activity change, negative = cell killing, hits mostly cytotoxic; 1.5% of 130,000 active; further: nearly all actives have a fitted effect of over 55% in size
Numbers without * were called inactive; ? = inconclusive; / = no result given; [ ] = remark or other dose. Unless noted, the call rests on the fitted dose curve; in most records, active means well fitted curve in the direction sought with a large enough effect; inconclusive means small, poorly fitted or top-dose-only effect, or another doubt; inactive means no such curve, though single readings can be large; an effect the other way counts as inactive or inconclusive. Unless noted, on the % scale 0 is the no-effect control and ±100 the full control effect; potency means the concentration at half of the fitted maximal effect.

SMILES | IkB signaling | p53ts 32C tox | Peg3 imprint | p53ts 39C tox
CC(C)CN1CCC2(CC1)CCN(C(=O)c1cc(C(F)(F)F)cc(C(F)(F)F)c1)CC2 | 1.9%[11.4 µM] | -15% | / | 2%
CCCNc1nc2c(c(=O)[nH]c(=O)n2C)n1Cc1cccc(Br)c1 | 1.8% | -5% | 3% | -3%
CCn1c(CSc2nnc(-c3ccc4c(c3)OCO4)o2)nc2cc(S(=O)(=O)N(C)C)ccc21 | 0.6% | -8% | -21% | -12%
CO[C@@H]1COC(=O)[C@H]2CCCN2C(=O)[C@@H](C)COC(=O)C/C=C\[C@H]1C | / | 5%[9.22 µM] | / | 3%[9.22 µM]
COC(=O)c1ccccc1NC(=O)CN(CCc1ccccc1)S(C)(=O)=O | 2.7% | 6% | -14% | 4%
O=C1c2ccccc2-c2c1cccc2C(=O)N1CCOCC1 | / | 9% | / | 35%[activator]
COCc1nc2sc(C)c(C)c2c(=O)[nH]1 | / | 12% | / | 8%
Cc1cc(=Nc2ccc3c(c2)c(N)cc(C)[n+]3C)nc(N)n1C | 1.5%[11.4 µM] | 3%[9.22 µM] | -6%[10.9 µM] | 6%[9.22 µM]
COc1ccc(CCNC(=O)c2nn(C)c3c2CSc2ccccc2-3)cc1OC | ? | ? | 15%[10.9 µM] | ?
O=C(Nc1ccc(F)cc1)c1ccc2c(=O)n3c(nc2c1)CCCCC3 | ? | -26% | -18%[10.9 µM] | -30%
c1ccc(C2=NN[C@@H]3c4ccccc4-c4ccccc4N3C2)cc1 | 0.4%[11.4 µM] | 0%[9.22 µM] | -2%[10.9 µM] | -1%[9.22 µM]
CCOc1ccc(-c2nnc(SCC(=O)NCCc3ccccc3)nc2-c2ccc(OCC)cc2)cc1 | ? | -2% | -20%[10.9 µM] | 30%[activator]
c1ccc(-c2nnc(N3CCN(c4ccccn4)CC3)c3ccccc23)cc1 | ? | 7% | -9% | 8%
COC(=O)c1ccccc1NC(=O)c1noc2c1CCC2 | 5.2% | 4% | -12% | -18%
CN(C)S(=O)(=O)c1ccc(C(=O)Nc2ccccc2C(=O)O)cc1 | 4.1% | -24% | -37%[inhibitor] | -13%
CC(=O)OC1C[C@]2(C)C(C(C)=O)CCC2C2CCC3=CC(=O)CC[C@@]3(C)C12 (stereo partly specified) | / | -3% | 1% | -10%
Cc1nc(Nc2ccc(S(N)(=O)=O)cc2)oc1C | -0.6% | -3% | 4% | 9%
O=C(CCNS(=O)(=O)c1cccc2nonc12)NCCc1ccc(Cl)cc1 | 1.9% | 3% | -8% | -7%
COCCNC(=O)CN1CCOc2ccccc21 | -0.8% | -5% | -11% | 1%
CCN(CC)C(=O)c1ccc(NS(=O)(=O)c2ccccc2)cc1 | -1.0% | 11% | -15% | 0%
COc1ccc(OC)c(C(=O)c2c(N)c(-c3nc(-c4ccc(C)c(C)c4)cs3)c3ccccn23)c1 | ? | 12% | -11%[10.9 µM] | -14%
O=C(O)CC12C[C@H]3C[C@@H](CC(O)(C3)C1)C2 | -1.4%[11.4 µM] | 8%[9.22 µM] | -6%[10.9 µM] | -7%[9.22 µM]
CCCN1Cc2cccc(C(=O)NCc3ccc4c(c3)OCO4)c2C1=O | 0.5% | -4% | -15% | -2%
CC(=O)Nc1ccccc1NC(=O)CC(C)(C)C | -2.5% | 5% | -15% | 3%
CCOC(=O)c1ccc(Nc2nnc3nc(C)cc(C)n23)cc1 | -0.6% | 9% | -9% | 8%
COc1ccc(C2CC(c3ccc(OC)cc3)n3nc(N)nc3N2)cc1 (stereo unspecified) | -3.0% | -1% | -2% | 0%
CNS(=O)(=O)c1ccc(NC(=O)C(CCSC)NC(N)=O)cc1 (stereo unspecified) | -1.1% | 6% | -3% | -6%
COC(=O)c1cn(C(=O)c2cccs2)c2ccccc12 | -0.6% | -9% | -16% | -8%
O=C1CC(c2ccccc2)CC(O)=C1C=NCCN1CCNCC1 (stereo unspecified) | 2.3% | -2% | -8% | -4%
O=C(NCc1ccc(F)cc1)C1CCC(=O)N1C1CCCCC1 (stereo unspecified) | -0.7% | -1% | -2% | -3%
CCC(C)C(NC(=O)c1ccc(Cl)cc1)C(=O)O (stereo unspecified) | 2.4% | 8% | 12% | 1%
CCn1cc(C(=O)OC(C)C(=O)Nc2c(C)n(C)n(-c3ccccc3)c2=O)c(=O)c2ccc(C)nc21 (stereo unspecified) | 0.0% | 5% | -5% | -13%
O=C(Nc1ccccc1)NC1CCN(CCCN2C(=O)c3ccccc3C2=O)CC1 | -2.2% | -2% | -1% | -5%
CC(C)C(NC(=O)c1ccc(S(=O)(=O)N2CCOCC2)cc1)c1nc2ccccc2[nH]1 (stereo unspecified) | 1.8% | 6% | -9% | 13%
Cc1c(C(=O)N2CCC(C)CC2)c(S(=O)(=O)Nc2ccc(OC(F)(F)F)cc2)c(C)n1C | ? | 0% | -9%[10.9 µM] | -4%
Cc1nn2c3c(cnc2c1-c1ccccc1)C(=O)CCC3 | -2.2% | -10% | -1% | -6%
CO[C@@H]1COC(=O)[C@H](C)NC(=O)C/C=C\[C@@H](C)[C@H](OC)COC(=O)[C@H](C)NC(=O)C/C=C\[C@H]1C | / | 5%[9.22 µM] | / | 13%[9.22 µM]
O=C(N/N=C1/C[C@@H](O)[C@@H](O)[C@@H]2[C@@H]3C(=O)N(C[C@@H]4CCCO4)C(=O)[C@H]3CC[C@@H]12)OCc1ccccc1 | / | 4%[9.22 µM] | / | 7%[9.22 µM]
O=C(Cn1nnc(-c2ccccc2)n1)OCc1csc(-c2ccccc2)n1 | 1.0% | 2% | -19% | 2%
CCOC(=O)c1c(C)nc2c(c1C)c(=O)oc1ccccc12 | / | 8% | / | 24%
COc1ccc(NC(=O)CCS(=O)(=O)c2nc(-c3cccs3)cc(C(F)(F)F)n2)cc1OC | ? | ? | -10%[10.9 µM] | 4µM*
CC(CCc1ccccc1)NC(=O)COC(=O)C1=COCCO1 (stereo unspecified) | 0.2% | -2% | -10% | -3%
CCOc1cccc(C(=O)Nc2nc3c(s2)CC(C(C)(C)C)CC3)c1 (stereo unspecified) | -1.6% | -14% | -20%[10.9 µM] | -9%
CC1CC(=O)N(CC(=O)Nc2ccc(OC(F)(F)F)cc2)c2ccccc2S1 (stereo unspecified) | ? | -11% | -14%[10.9 µM] | -11%
Cc1ccc(C)c(S(=O)(=O)c2c(N)n(/N=C/c3ccco3)c3nc4ccccc4nc23)c1 | 4.0% | 13% | -4% | 8%
CC(=O)c1ccc(N2CCN(C(=O)Nc3cn(CC(C)C)c(=O)c4ccccc34)CC2)cc1 | 2.3% | -12% | 11%[10.9 µM] | 6%
COc1cc(C(=O)Nc2cc(C)ccc2OCc2cc(=O)n3cc(C)sc3n2)cc(OC)c1OC | -0.8% | 8% | -11%[10.9 µM] | -8%
O=C(c1ccc(Cl)cc1)N(Cc1cccs1)C1CCS(=O)(=O)C1 (stereo unspecified) | 0.7% | 5% | -9% | 7%
CCSC1=NCN(CCCC(=O)O)CN1 | 0.9% | 0% | -1% | -11%
Cc1c(C(=O)NCCc2ccc(S(N)(=O)=O)cc2)sc2nc3n(c(=O)c12)CCCC3 | -0.9% | -10% | -11%[10.9 µM] | -1%
Cc1ccccc1-n1c(Cn2c(=O)sc3ccccc32)nnc1SCC(=O)N1CCOCC1 | -0.6% | 21% | -3% | 3%
NC(=O)C1CCCN(Cc2ccc(Cl)cc2)C1 (stereo unspecified) | 3.7% | -3% | -4% | 3%
CC(=O)c1ccc(NC(=O)C2CCC(C)NC2=O)cc1 (stereo unspecified) | -0.5% | 3% | 0% | 5%
c1ccc(Cc2nnc3sc(Nc4ccccc4)nn23)cc1 | 0.2% | -11% | -8% | -3%
c1ccc(C2OC3c4cccc5cccc(c45)C3N2c2ccccc2)cc1 (stereo unspecified) | / | -8% | / | -11%
CCC(C)NC(=O)CCNS(=O)(=O)c1ccc(Br)cc1 (stereo unspecified) | -3.4% | 7% | -14% | -1%
Cc1ccc(-c2nn3c(C)nnc3c3ccccc23)cc1S(=O)(=O)NCCO | ? | -5% | -8%[10.9 µM] | 10%
CCS(=O)(=O)NCCc1cc2cc(C)c(C)cc2[nH]c1=O | 2.2% | -12% | 5% | -4%
Cc1cc2cc(CN(Cc3ccco3)C(=O)NCc3ccccc3)c(=O)[nH]c2cc1C | ? | -2% | -30% | 4%
COc1ccc(CNC(=O)C2CCN(Cc3nc(-c4ccc(OC)c(OC)c4)oc3C)CC2)cc1 | -0.9% | 0% | -13%[10.9 µM] | -6%

Further results follow:
SMILES | IkB signaling | p53ts 32C tox | Peg3 imprint | p53ts 39C tox
O=C(CCCC1=NS(=O)(=O)c2ccccc2N1)N1CCN(c2ccccc2)CC1 | -0.2% | 0% | -10% | -3%
O=c1oc2ccccc2c2oc3cc(O)c(O)cc3c12 | / | 0% | -18% | -8%
O=C(CN(C(=O)C1CSC(=O)C1)c1ccccc1F)NCc1ccc2c(c1)OCO2 (stereo unspecified) | -1.3% | -5% | -3% | -4%
O=C(Cn1cnc2ccccc2c1=O)NCC(=O)N1CCN(c2ccccn2)CC1 | -2.5% | -2% | -6% | -2%
CCCCN(CC)S(=O)(=O)c1ccc2c(c1)CCCN2C(C)=O | 0.6% | 1% | -11% | -4%
Cc1cc(C)c(NC(=O)Cn2c(=O)n(Cc3ccc(C(=O)NCc4ccc5c(c4)OCO5)cc3)c(=O)c3ccccc32)c(C)c1 | 5.0% | ? | -29%[10.9 µM] | 5µM*
COc1ccc(C(C#N)Nc2ccccc2OC)cc1 (stereo unspecified) | / | -4% | / | -8%
COc1ccc(-c2nn(-c3ccc(C)c(Cl)c3)c3c2cnc2cc(OC)c(OC)cc23)cc1 | -0.3% | 7% | -8%[10.9 µM] | 20%
CC(C)OC(=O)C1C(=O)CC(C)(O)C(C(=O)OC(C)C)C1c1cccc(O)c1 (stereo unspecified) | 1.2% | 1% | 0% | -1%
CCCOc1ccc(C2c3c(oc4ccccc4c3=O)C(=O)N2c2nc(C)c(C(=O)OCC)s2)cc1 (stereo unspecified) | 0.9% | -7% | 5%[10.9 µM] | 13%
CCOC(=O)CCN1C(=O)[C@H]2[C@H]3[C@H](O)[C@H](O)C/C(=N/OC/C=C(\C)CCC=C(C)C)[C@@H]3CC[C@@H]2C1=O | / | 2%[9.22 µM] | / | -1%[9.22 µM]
CCCCn1c(NCCN(C)C)nc2c1c(=O)[nH]c(=O)n2C | 6.5% | 4% | -6% | 15%
O=C(COC(=O)c1ccccn1)Nc1ncc(C(F)(F)F)cc1Cl | 0.6% | 1% | -12% | 3%
CC(=O)NCCNc1cc(-c2ccccc2C(F)(F)F)ncn1 | 0.7%[11.4 µM] | 9% | ? | 4%
CCc1ccc(-n2nc3cc(C)c(NC(=O)c4cc(OC)cc(OC)c4)cc3n2)cc1 | -0.9% | -10% | -6%[10.9 µM] | 7%
Cc1cc(C)c2oc(C(=O)Nc3sc4c(c3C(=O)NCc3ccco3)CCCC4)cc(=O)c2c1 | 0.0% | 3% | 5%[10.9 µM] | 0%
